OXTR potentiator – human OXTR potentiators, primary screen, fluorescence, CHO-OTR cells, Fluo-8 calcium. Oxytocin receptor (Homo sapiens), P30559. Fluo-8 calcium fluorescence, potentiator mode; 0% = oxytocin EC15, 100% = EC100. activation, % at 3 µM. hit rate 0.061% among 320,000. AID 2445, 2010;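 active = activation above that plate's cutoff, the mean activation of tested compounds plus 3 SD, cut at about 6.6% in these data, passing the limit was not always enough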;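 note: 100% uses oxytocin at 75 nM as the full agonist control; some results filed as inactive read as strong as hits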
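Dosing: Single dose, 3.0 µM nominal final compound concentration | Material: Human OTR in CHO cells | Technique: Kinetic Fluo-8 calcium fluorescence | Benchmarks: EC15 oxytocin alone as 0%, 75 nM oxytocin as 100% | Probe or stimulus: Oxytocin at about EC15, sub-maximal agonist stimulus | Incubation: Compound 6 min at room temperature before oxytocin, 100 s read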
M1 antag – human M1 muscarinic receptor antagonists, primary screen, CHO-K1 cells, Fluo-8 calcium fluorescence, 1536-well. Muscarinic acetylcholine receptor M1 (Homo sapiens), P11229. CHO-K1 hM1, ACh EC80 antagonist. inhibition, % at 3 µM. hit rate 1.3% among 360,000. AID 588852, 2011;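 active = percent inhibition above its own plate's cutoff, namely the mean of that plate's compound wells plus 3 SD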;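 note: peak over basal fluorescence ratio during 140 s after agonist addition; 0% = ACh EC80 plus DMSO and 100% = DMSO alone without agonist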
M1 PAM – human M1 muscarinic receptor positive allosteric modulators, primary screen, CHO-K1 cells, Fluo-8 calcium fluorescence, 1536-well | Muscarinic acetylcholine receptor M1 (Homo sapiens), P11229 | CHO-K1 hM1, ACh EC20; 0% = ACh EC20, 100% = maximal ACh | activation, % at 3 µM | hit rate 0.088% among 360,000; in the data active = activation above about 19%, passing the limit was not always enough
V1R ag counter – agonists of human V1a receptor, primary screen, counter-screen for OXTR agonist project, fluorescence, CHO-V1R cells. Fluo-8 calcium fluorescence, agonist mode; 0% DMSO, 100% 3 nM vasopressin. activation, % at 3 µM. hit rate 0.25% among 320,000. AID 2797, 2010;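 active = activation above the mean activation of all tested compounds plus 3 SD, per screening run, cut at about 20% in these data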;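 note: signal is peak over basal fluorescence ratio across a 100 second FLIPR read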
Target sequence (P37288 whole entry, looked up): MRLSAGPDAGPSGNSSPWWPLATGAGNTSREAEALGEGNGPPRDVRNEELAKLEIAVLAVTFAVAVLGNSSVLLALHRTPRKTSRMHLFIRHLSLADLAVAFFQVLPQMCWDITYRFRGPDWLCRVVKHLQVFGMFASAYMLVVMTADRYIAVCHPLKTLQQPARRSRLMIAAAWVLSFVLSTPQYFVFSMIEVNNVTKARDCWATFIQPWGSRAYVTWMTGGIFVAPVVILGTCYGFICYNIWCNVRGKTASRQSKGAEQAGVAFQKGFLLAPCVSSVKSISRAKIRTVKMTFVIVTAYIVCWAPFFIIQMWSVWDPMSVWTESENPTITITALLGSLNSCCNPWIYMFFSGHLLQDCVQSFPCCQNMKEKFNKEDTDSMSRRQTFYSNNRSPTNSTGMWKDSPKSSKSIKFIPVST
TAAR1 antagonist – human TAAR1 antagonists, primary screen, Fluo-8 calcium fluorescence, CHO RD-HGA16 cells. Trace amine-associated receptor 1 (Homo sapiens), Q96RJ0. antagonist. inhibition, % at 3 µM. hit rate 1.5% among 360,000;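 active = inhibition above a per-plate cutoff, the mean inhibition of test compounds on that plate plus 3 SD, cut at about 49% in these data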;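 note: 0% = DMSO plus EC80 beta-PEA response and 100% = DMSO alone without agonist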
Target sequence (Q96RJ0 whole entry, looked up): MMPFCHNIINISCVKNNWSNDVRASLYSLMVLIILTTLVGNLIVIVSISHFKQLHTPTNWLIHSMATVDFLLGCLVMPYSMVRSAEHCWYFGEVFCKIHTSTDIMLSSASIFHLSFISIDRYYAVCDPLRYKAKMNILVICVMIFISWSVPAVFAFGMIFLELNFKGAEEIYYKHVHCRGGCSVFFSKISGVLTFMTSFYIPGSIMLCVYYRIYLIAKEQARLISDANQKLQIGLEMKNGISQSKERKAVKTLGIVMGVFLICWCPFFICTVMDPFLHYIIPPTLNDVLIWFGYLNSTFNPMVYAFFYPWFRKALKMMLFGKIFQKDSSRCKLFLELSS
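Test system: hTAAR1-expressing CHO RD-HGA16 cells, Gα16-coupled; Probe or stimulus: EC80 β-phenethylamine stimulus; Compound dosing: single nominal final test compound concentration of 3 µM; Timing: 140 s kinetic read after compound, 140 s after agonist; Signal: Fluo-8 calcium-sensitive fluorescence; Measure: % inhibition of agonist calcium response; Controls: DMSO and EC80 PEA controls.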
OXTR ag – human OXTR agonists, primary screen, fluorescence, CHO-OTR cells, Fluo-8 calcium. AID 2435, 2010. activation, % at 3 µM. Oxytocin receptor (Homo sapiens), P30559. Fluo-8 calcium fluorescence; normalized: DMSO 0%, oxytocin 100%. hit rate 0.32% among 320,000;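 active = activation above the mean of all tested compounds plus 3 SD, cutoff set per screening run, cut at about 20% in these data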;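 note: peak over basal fluorescence ratio from a 100 s FLIPR kinetic read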
CHO parental Ca – ATP-evoked calcium signal inhibitors, parental CHO, primary screen, counter-screen for OX1R antagonist project, cell-based, fluorescence, Fluo-8 calcium dye; parental CHO-K1, ATP-induced calcium, Fluo-8 fluorescence; inhibition, % at 5.6 µM; hit rate 0.63% among 330,000; AID 463079, 2010;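 active = inhibition above that plate's mean sample inhibition plus 3 SD, cut at about 26% in these data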;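 note: 0% = ATP-challenged DMSO wells and 100% = DMSO wells without ATP; some compounds past the cut are filed as inactive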
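Measured by: calcium-sensitive Fluo-8 fluorescence / Test system: CHO parental line / Controls: ATP-challenged DMSO wells low, unchallenged DMSO wells high / Measure: % inhibition / Compound: single nominal dose of 5.6 µM per compound / Replicates: single well per compound, no replicates / Reagent: ATP as calcium-mobilizing challenge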
TAAR1 agonist – human TAAR1 agonists, primary screen, Fluo-8 calcium fluorescence, CHO RD-HGA16 cells; Trace amine-associated receptor 1 (Homo sapiens), Q96RJ0; vehicle wells 0%, saturating PEA agonist 100%; activation, % at 3 µM; hit rate 0.99% among 360,000;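 active = activation above the mean activation of all test compounds in the run plus 3 SD, cut at about 38% in these data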
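Benchmarks: low control DMSO, high control PEA (EC100); System: CHO RD-HGA16 cells carrying human TAAR1 plus Gα16; Detection: Fluo-8 fluorescence, 5 s baseline then 140 s kinetic read; Schedule: 17-24 h plating, Fluo-8 75 min 37 °C, 30 min RT; Read-out basis: % activation from peak over basal fluorescence ratio, DMSO-to-PEA scaled.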
CHRM1 agonist – human M1 muscarinic receptor agonists, primary screen, Fluo-8 calcium fluorescence, CHO-K1 cells, HTS; Muscarinic acetylcholine receptor M1 (Homo sapiens), P11229; CHO-K1 hM1, agonist mode; 0% DMSO, 100% acetylcholine EC100; hit rate 0.33% among 360,000; AID 588814, 2011; activation, % at 3 µM;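 active = activation above the run's mean compound activation plus 3 SD, cut at about 16% in these data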;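 note: peak over basal fluorescence ratio within a 140 s kinetic read after compound addition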
* = called active by the depositor; / = no result given.

SMILES	OXTR potentiator	M1 antag	M1 PAM	V1R ag counter	TAAR1 antagonist	OXTR ag	CHO parental Ca	TAAR1 agonist	CHRM1 agonist
CC(Sc1nc(C2CC2)n(-c2ccccc2)n1)C(=O)c1c(N)n(C)c(=O)n(C)c1=O (configuration not stated)	-1.2	12.2	-1.0	1.3	-4.3	0.8	-26.0	-0.2	-3.5
COc1ccccc1N1CCN(C(=O)c2ccc(COc3cccc4c3OC(C)(C)C4)cc2)CC1	-1.4	7.2	-5.0	-0.2	56.2*	-1.0	11.5	0.3	-4.1
O=C(COC(=O)c1ccc2c(c1)C(=O)N(c1cccc3ncccc13)C2=O)c1ccc(Cl)cc1	-1.9	-4.5	11.6	0.6	11.7	0.8	0.6	6.1	2.2
COc1cccc(NC2CC(=O)N(CCc3ccccc3)C2=O)c1 (configuration not stated)	-13.3	-21.3	3.7	4.5	8.8	3.1	-25.7	14.4	-1.3
C=CCn1c(=N)n(CC(=O)OCC)c2ccccc21	-6.9	-5.8	1.5	0.2	-20.9	1.3	-14.0	0.9	-4.3
Cc1ccc(NC(=O)COC(=O)CC2SC(N3CCCC3)=NC2=O)cc1 (configuration not stated)	-2.0	-6.5	6.6	0.4	-14.6	0.3	1.7	1.1	-1.9
CC(=O)C[C@H](O)CC(=O)[C@H]1OC(=O)CC/C=C\Cc2ccccc21	-5.1	-6.9	17.5	-0.4	3.6	-0.3	-4.8	3.5	2.0
O=C(O)c1ccccc1NS(=O)(=O)c1cccc2cccnc12	-2.4	-13.4	-1.2	0.2	-19.9	-1.2	-5.3	6.4	-2.2
CCC(C)NC(=O)C1(N2C(=O)c3ccccc3C2=O)CCCC1 (configuration not stated)	/	-11.4	8.6	/	-2.6	/	/	3.6	-1.9
COCCn1c(C)cc(C(=O)COC(=O)CCN2C(=O)c3ccccc3C2=O)c1C	-4.0	0.5	3.2	0.1	12.0	1.0	-9.4	4.4	-1.2
Nc1c(S(=O)(=O)c2cccc(Cl)c2)c2nc3ccccc3nc2n1/N=C/c1ccc(O)c(O)c1	-14.2	/	/	-0.5	/	0.3	11.4	/	/
C[C@@H]1CN([C@@H](C)CO)C(=O)CCCn2cc(nn2)CO[C@H]1CN(C)S(=O)(=O)c1cccc(F)c1	/	-3.1	-0.3	/	-8.4	/	/	4.9	-5.3
COc1cc(OC)c(/C=N/N2CCN(c3ccccc3OC)CC2)c(OC)c1	-3.1	-16.8	8.2	0.1	-8.7	-1.3	-12.5	-0.9	-4.5
C=CCNC(=S)Nc1c(N)n(C)c(=O)n(C)c1=O	-19.6	-20.1	12.5	0.7	-7.7	0.5	-1.1	0.1	-2.4
CCC(C(=O)NC1CC(C)(C)NC(C)(C)C1)c1ccccc1 (configuration not stated)	-7.4	-8.4	-4.1	-0.4	14.1	-0.3	1.3	0.7	-9.6
Cn1cc(/C=N/n2cnc3scc(-c4ccccc4)c3c2=O)c2ccccc21	-18.1	-6.2	6.7	0.5	26.7	-0.7	-24.8	0.4	-2.2
CC(C)CCNC(=O)CN(Cc1ccco1)C(=O)c1snc(C(N)=O)c1N	-2.5	-0.6	10.5	0.0	-18.0	-0.1	-12.0	5.2	-0.9
Cn1c(=O)c2c(ncn2CC(O)CNc2ccc(F)cc2)n(C)c1=O (configuration not stated)	-11.0	-13.6	6.2	1.0	-3.7	1.8	4.7	2.7	-1.9
CCc1c(C)nc(N)nc1OCC(F)(F)C(F)F	-8.3	-0.8	-2.8	8.5	8.8	1.6	-5.5	18.9	-3.5
NNC(=O)c1ccc(COCC(F)(F)F)cc1	-6.3	13.9	-5.4	-0.1	-11.9	-1.1	4.5	-1.0	-3.3
Cc1ccc(SCC(=O)NCc2ccccc2)cc1	-10.3	-10.5	12.6	-1.8	19.1	-1.8	3.5	-1.7	-2.0
CCOC(=O)c1cc2c(=O)c3cc(C)ccc3oc2nc1C	-13.2	4.8	1.5	-0.2	/	-0.5	4.9	/	-2.5
CC(=O)c1ccc(S(=O)(=O)Oc2ccc(C(=O)O)cc2Cl)cc1	7.4	-3.4	1.7	1.1	-5.3	1.6	-3.0	0.1	0.8
Cc1ccc(NC(=O)[C@@H]2CCCN2C(=O)c2cccs2)cc1S(=O)(=O)N1CCCCC1	-2.5	-11.6	5.9	0.3	-16.7	-1.6	-12.7	7.5	-7.8
O=C(Cn1cnc2cc([N+](=O)[O-])ccc2c1=O)NCCc1ccc(F)cc1	-6.0	1.4	-2.5	0.4	-3.7	-1.0	-11.9	2.9	-8.5

Whole records, looked up by structure. Screens in order: OXTR potentiator | M1 antag | M1 PAM | V1R ag counter | TAAR1 antagonist | OXTR ag | CHO parental Ca | TAAR1 agonist | CHRM1 agonist
Profile of `O=C(Cn1cnc2cc([N+](=O)[O-])ccc2c1=O)NCCc1ccc(F)cc1` = -6.0 | 1.4 | -2.5 | 0.4 | -3.7 | -1.0 | -11.9 | 2.9 | -8.5
Profile of `CC(=O)C[C@H](O)CC(=O)[C@H]1OC(=O)CC/C=C\Cc2ccccc21` = -5.1 | -6.9 | 17.5 | -0.4 | 3.6 | -0.3 | -4.8 | 3.5 | 2.0

Next entries.
SMILES	OXTR potentiator	M1 antag	M1 PAM	V1R ag counter	TAAR1 antagonist	OXTR ag	CHO parental Ca	TAAR1 agonist	CHRM1 agonist
Cc1ccc(-c2nnc(CCC(=O)NCC3C4CC5CC(C4)CC3C5)o2)s1 (configuration not stated)	1.9	2.6	1.7	-1.5	5.2	-1.5	-26.1	-0.5	-13.4
Cc1nnc(NC(=O)CSc2nnc(-c3ccco3)n2C(C)C)s1	-5.7	7.7	-0.8	-1.1	-15.9	-0.3	-1.0	-0.3	-5.4
COC(=O)c1cccnc1NC(=S)NC1CCCCC1	3.3	-1.1	4.9	0.2	-8.1	-0.6	3.6	-1.9	-7.1
Cc1ccc(S(=O)(=O)Nc2ccccc2F)cc1C(=O)OC(C)C(=O)N1CCOCC1 (configuration not stated)	-4.5	-12.2	16.3	0.4	-9.6	-0.6	-15.7	0.9	5.4
O=C(Nc1ncccc1O)c1ccc(S(=O)(=O)N2CCCCCC2)cc1	-0.6	0.4	-1.6	0.5	-0.3	0.2	-8.9	0.4	-3.1
CCCc1n(CC(O)COCC2CC=CCC2)c2ccccc2[n+]1C (configuration not stated)	4.6	18.6	-9.6	0.7	-13.6	-0.2	-0.6	0.0	-6.4
CCOC(=O)/C=C1\CN(Cc2cc(OC)c(OC)c(OC)c2)S(=O)(=O)c2ccc(C(F)(F)F)cc21	-7.1	-12.2	3.7	0.0	-1.6	-0.8	-20.3	4.5	-5.2
COc1cc(/C=N/NC(=O)c2nc3ccccn3c2C)cc(OC)c1O	-7.5	-6.8	4.6	0.3	-13.5	0.2	-5.2	1.0	-4.1
COc1ccc(/C=N/NC(=O)c2ccc3c(c2)NC(=O)C(C)(C)O3)cc1OC	-1.9	8.7	-2.7	2.7	34.3	2.2	4.1	8.9	8.7
CCOP(=O)(OCC)/C(=N/OC(=O)c1ccc(OC)cc1)C(N)=O	-6.6	7.3	5.9	0.7	-4.1	0.0	10.4	3.5	0.9
Cc1cccc2c1N(CCOc1ccccc1Cl)C(=O)C2=O	4.4	-16.0	-1.3	-1.3	5.9	-1.9	-15.8	0.1	23.6*
CSCCC(NC(=O)c1cccc(C)c1)C(=O)O (configuration not stated)	-7.1	14.6	-4.3	0.4	3.4	1.1	8.1	4.1	-2.2
COc1ccc2cc(S(=O)(=O)n3cnc(C)c3)ccc2c1	-1.1	6.6	-9.0	-0.4	1.4	-0.5	-9.9	6.0	-6.5
Cc1ccc(C)c(NC(=O)CN(C)C(=O)COc2ncnc3sccc23)c1	-5.7	-10.2	7.2	-1.1	-4.9	-1.5	-13.1	0.3	-6.0
COC(=O)c1nn(-c2ccccc2)c(Cl)c1/C=N/O	-8.2	-3.1	3.9	-0.9	-34.7	-1.1	-1.8	5.4	-5.2
CNC(=O)COC(=O)c1ccc([N+](=O)[O-])cc1Cl	0.3	-8.2	8.2	0.5	-26.2	-0.1	-12.6	1.0	-2.7
Cc1ccc2cc3cc(C(=O)NCCCN4CCCC4=O)oc3nc2c1	-0.3	14.6	-6.8	2.1	-13.4	0.4	-8.5	-0.5	-5.1
CC(=O)Nc1cc(C(=O)OC(C(=O)c2ccccc2)c2ccccc2)ccc1C (configuration not stated)	-15.0	3.7	1.3	1.2	8.8	0.5	-31.8	13.8	-2.5
Cc1ccc(N(CC(=O)N/N=C/c2ccc(OC3CSC3)cc2)S(=O)(=O)c2ccccc2)c(C)c1	-4.5	6.0	0.3	0.4	-20.7	-1.3	-14.4	5.8	-1.3
Cc1ccc(S(=O)(=O)Nc2c3ccccc3nc(=O)n2-c2ccccc2)cc1	-17.1	-9.0	-4.3	0.7	1.9	0.0	-8.2	8.5	2.9
Cc1ccc(S(=O)(=O)n2nc(C)c(S(=O)(=O)N3CCOCC3)c2C)cc1	-0.2	2.9	-0.3	0.1	-6.5	0.1	-9.4	0.7	-1.6
O=C(NCC(c1cccnc1)N1CCOCC1)c1ccc2c(c1)OCO2 (configuration not stated)	-2.9	-4.9	4.8	0.1	-3.0	-0.1	-4.0	6.5	-2.5
Cc1ccccc1Nc1nc(N)nc(CSc2nnc(-c3ccccc3)n2C)n1	-9.4	-21.4	2.1	1.0	-4.3	-1.1	-21.6	13.6	-3.1
COc1cc(C(=O)NCC(=O)OC(C)C(=O)Nc2ncc(Cl)cc2Cl)cc(OC)c1OC (configuration not stated)	5.6	-5.0	8.6	0.1	-27.7	1.5	-17.4	3.3	-0.5
O=C(O)c1ccc(N/N=C/c2c(F)cccc2Cl)cc1	-11.9	-17.3	15.4	1.0	-2.4	-0.3	15.7	13.6	-3.1
O=C(Nc1ccccc1)C1=C[C@H](c2ccccc2)C[C@H](OCCCCO)O1	-6.4	-7.6	4.1	0.7	-2.5	-0.6	-10.0	7.9	-4.2

Assay outcomes as filed in PubChem BioAssay.

Rows are unselected. About 3.7% of those tested had a hit in this group.
